SKN-1 block: blocks SKN-1 activity in C. elegans; C. elegans VP596 Pgst-4::GFP/RFP ratio, acrylamide-induced, 24 h; inhibition, % at 21.8 µM; 360,000 compounds, 0.49% hits; AID 624304;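 active = interference check ratio from 0.5 to 1.5 plus GFP to RFP signal ratio inhibition reaching or exceeding a fixed threshold, cut at about 30% in these data, passing the limit was not always enough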; also: some compounds called inactive have numbers as strong as hits
STEP inh: inhibitors of human striatal-enriched phosphatase STEP; AID 588621; 360,000 compounds, 0.25% hits; recombinant STEP, OMFP fluorogenic substrate, fluorescence; P54829; inhibition, % at 20 µM;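 active = inhibition at 20 µM, scaled per plate between control wells, above about 37%, limit read from the data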;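 also: 0% = DMSO with enzyme and substrate and 100% = substrate only without enzyme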
Target sequence (P54829 whole entry, looked up): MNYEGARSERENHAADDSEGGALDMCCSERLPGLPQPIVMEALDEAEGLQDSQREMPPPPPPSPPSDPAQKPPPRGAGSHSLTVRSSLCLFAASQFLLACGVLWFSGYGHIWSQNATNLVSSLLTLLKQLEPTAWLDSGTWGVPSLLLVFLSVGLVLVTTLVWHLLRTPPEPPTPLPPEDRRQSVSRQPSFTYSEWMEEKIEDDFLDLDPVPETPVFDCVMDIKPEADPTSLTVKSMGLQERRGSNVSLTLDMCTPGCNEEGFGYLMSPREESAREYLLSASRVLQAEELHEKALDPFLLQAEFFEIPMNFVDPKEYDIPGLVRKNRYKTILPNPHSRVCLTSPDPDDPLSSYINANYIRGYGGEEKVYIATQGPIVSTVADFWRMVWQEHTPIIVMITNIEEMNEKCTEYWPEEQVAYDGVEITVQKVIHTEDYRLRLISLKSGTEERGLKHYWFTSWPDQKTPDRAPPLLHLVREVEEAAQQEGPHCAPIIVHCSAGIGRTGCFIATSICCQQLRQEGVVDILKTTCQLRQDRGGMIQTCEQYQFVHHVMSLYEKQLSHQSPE
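medium = Bis-Tris buffer pH 6.0, 2.5 mM DTT, 0.005% Tween 20 | test system = STEP (striatal-enriched tyrosine phosphatase) enzyme, cell-free | measure = normalized % inhibition | compound dosing = 20 µM, 1% DMSO | also added = 25 µM OMFP | schedule = reaction 20 min, ambient temperature | measured by = fluorescence read at 480 nm ex / 540 nm em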
SUMO1-SIM PPI: modulators of human SUMO1-mediated protein-protein interactions; 360,000 compounds, 0.33% hits; SUMO1 binding to a labelled peptide, TR-FRET, 1 h; inhibition, % at 20 µM; P63165; in the data active = inhibition above about 37%
Scp-1 inhibitor: blocks human Scp-1 phosphatase activity; 340,000 compounds, 0.88% hits; Recombinant Scp1, phosphopeptide, malachite green phosphate absorbance; inhibition, % at 20 µM; Q9GZU7;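 active = inhibition above about 50% at 20 µM, limit read from the data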;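 also: plate controls were DMSO wells with enzyme for no effect and wells lacking enzyme for full effect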
Target sequence (Q9GZU7 76-261 limits assumed): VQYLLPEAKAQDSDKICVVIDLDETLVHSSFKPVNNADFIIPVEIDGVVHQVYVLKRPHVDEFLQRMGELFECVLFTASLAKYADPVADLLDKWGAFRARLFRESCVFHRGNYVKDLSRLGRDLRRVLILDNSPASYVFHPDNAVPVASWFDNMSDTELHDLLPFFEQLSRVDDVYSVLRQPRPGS
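Test system: SCP-1 phosphatase catalytic domain, residues 76-261; measured by: colorimetric phosphate reagent with accelerator and stabiliser, absorbance at 630 nm; timing: enzyme reaction 45 min at room temperature, colour 5 min, stabilisation 30 min; also added: Phosphorylated 17-residue peptide substrate; compound dosing: one concentration, 20 µM, with 1.0% DMSO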
MT1-MMP act inh: MT1-MMP (human) activation inhibition; AID 651647; HT1080 RFP-PRO-GFP cells, GFP/RFP ratio fluorescence, overnight; percent of plate control window, DMSO zero; P50281; GFP/RFP ratio change, % at 20 µM; 360,000 compounds, 0.061% hits;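 active = GFP/RFP ratio change of at least 30% with cell ATP level not reduced by more than half and red fluorescence within 50% of control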; also: strong numbers were not always called active
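Read-out: GFP/RFP fluorescence ratio; Test system: RFP-PRO-GFP reporter HT1080 cells; Compound dosing: single-point 20 µM compound, 1% DMSO; Times: overnight compound exposure at 37 °C.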
NRP1-CendR mod: modulators of CendR peptide binding to human neuropilin-1; O14786; FAM-RPARPAR peptide binding to NRP-1, fluorescence polarization; inhibition, % at 25 µM; 360,000 compounds, 0.85% hits;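 active = inhibition or corrected inhibition above about 18%, plus a signal ratio from 0.5 to 1.5, limit read from the data, passing the limit was not always enough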; also: strong numbers were not always called active
NadD inh: inhibitors of Staphylococcus aureus NadD. purified NadD enzyme, colorimetric absorbance read-out. inhibition, % at 20 µM. 360,000 compounds, 0.78% hits. AID 602399; in the data active = inhibition above about 26%; also: some compounds past the cut are filed as inactive
DNMT1 block: inhibitors of human DNMT1 | DNMT1 molecular beacon, Hinp1I cleavage, fluorescence | 360,000 compounds, 0.83% hits | inhibition (reported as % activation of signal), % at 10 µM | P26358; in the data active = inhibition above about 50%
LMPTP block: LMPTP (human) inhibition. P24666. recombinant LMPTP-A, OMFP fluorogenic substrate, fluorescence intensity. inhibition, % at 20 µM. 360,000 compounds, 0.22% hits. AID 651560;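 active = compounds that cut the enzyme signal by at least half of the control window in the single-dose screen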;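 also: plate controls were DMSO wells with enzyme plus substrate for no effect and substrate without enzyme for full effect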
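Test system: LMPTP-A phosphatase enzyme. Amount: LMPTP-A at 0.625 nM final in the reaction. Reagent: OMFP substrate, 400 µM final. Times: 50 min at room temperature. Signal: endpoint fluorescence intensity from OMFP dephosphorylation. Read-out basis: % inhibition. Benchmarks: no-enzyme and uninhibited controls.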
Rpn11 block: Rpn11 (human) deubiquitinase inhibition | O00487 | human 26S proteasome, Ub4-pepOG fluorescence polarization; 20S core pre-blocked with epoxomicin | calls only at 20 µM | 360,000 compounds, 0.59% hits | AID 588493;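 active = inhibition at 20 µM, scaled to each plate's controls, above about 33%, limit read from the data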
Target sequence (O00487 whole entry, looked up): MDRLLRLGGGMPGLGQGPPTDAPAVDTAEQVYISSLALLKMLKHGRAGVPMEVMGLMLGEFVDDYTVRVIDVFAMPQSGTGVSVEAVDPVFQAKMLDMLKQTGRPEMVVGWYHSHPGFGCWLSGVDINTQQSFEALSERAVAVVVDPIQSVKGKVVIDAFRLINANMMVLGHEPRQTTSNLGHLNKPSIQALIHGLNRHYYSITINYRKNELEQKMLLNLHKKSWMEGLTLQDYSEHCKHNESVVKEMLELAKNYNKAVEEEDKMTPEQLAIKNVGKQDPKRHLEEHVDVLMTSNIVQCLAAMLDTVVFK
* = called active by the depositor; i = inactive; . = no result given.

compound	SKN-1 block	STEP inh	SUMO1-SIM PPI	Scp-1 inhibitor	MT1-MMP act inh	NRP1-CendR mod	NadD inh	DNMT1 block	LMPTP block	Rpn11 block
CCOc1cccc2cc(C(=O)NCc3ccc(F)cc3)c(=N)oc12	1	0	-20	1	-1	13	0	-2	0.3	i
CC1CCCCN1C(=O)c1ccc(C(=O)N2CCCCC2C)cc1 (stereo not given)	16	-4	-3	0	-9	1	-5	3	-1.4	i
CC1CC(C)CN(C(=O)COC(=O)c2ccc(N3CCCC3=O)cc2)C1 (stereo not given)	7	-1	1	-5	0	-3	-2	6	-0.7	i
O=C1CCC(Cc2ccccc2)N1 (stereo not given)	4	1	-3	0	-3	-7	0	3	0.3	i
CC(=O)c1ccc(NS(=O)(=O)c2ccc(C)cc2)cc1	-9	-3	0	19	1	-2	6	0	1.3	i
CC1CCCN(CCSc2ccc(Cl)cc2)C1 (stereo not given)	-3	-1	0	-12	3	-5	-6	0	-0.4	i
Cc1ccccc1C(C(=O)NC1CCCCC1)N(C(=O)CNC(=O)c1ccco1)c1cccnc1 (stereo not given)	0	0	-1	-6	3	1	6	4	0.6	i
COc1ccc(C(=O)C[n+]2ccc(-c3nnc4n3CCC4)cc2)cc1	-12	-3	-33	-1	3	-8	-4	-1	-1.2	i
CCc1nnc(SCc2ccc([N+](=O)[O-])cc2)nc1CC	16	-2	-20	6	1	0	-2	2	0.4	i
COc1cccc(/C=N/Nc2ccccc2C(=O)O)c1O	16	12	-3	-4	0	-5	-3	-1	-2.2	i
COc1ccc(OC)c(S(=O)(=O)N2CCN(C34CC5CC(CC(C5)C3)C4)CC2)c1	27	2	0	-1	3	3	-4	-4	0.3	i
COc1cccc(NC(=O)c2cccc(C(=O)Nc3cccc(OC)c3)n2)c1	6	-1	5	-3	2	-4	-3	3	2.0	i
COc1ccc(S(=O)(=O)N2CCCCCC2)cc1C(=O)Nc1cc(C)ccn1	0	-1	13	-1	-7	7	1	-2	1.3	i
COc1ccc(C(NC(C)=O)c2ccc3cccnc3c2O)c(OC)c1 (stereo not given)	5	1	-12	-5	7	6	4	-4	1.8	i
Cc1cc(NS(=O)(=O)c2ccc(NC(=O)CCCC(=O)O)cc2)nc(C)n1	1	-1	24	3	-2	45*	-4	-1	0.9	i
CCOc1ccc(CNCCCSc2ncccn2)cc1	8	-3	-3	-5	2	10	5	-4	-1.0	i
CC(C)[C@H](NC(=O)c1ccco1)C(=O)OCC(=O)Nc1cccc(F)c1	14	-2	3	-14	3	15	-5	2	-2.1	i
COCCN(C(=O)CNC(=O)c1cccs1)C(C(=O)NC1CCCCC1)c1ccco1 (stereo not given)	-7	0	0	3	-3	8	-1	1	-1.9	i
O=C(OCc1nc2scc(-c3ccccc3)c2c(=O)[nH]1)c1cc(Cl)ccc1[N+](=O)[O-]	-1	-2	-8	1	6	9	20	-4	0.8	i
S=C(NCCc1ccccc1)N1CCN(Cc2ccc(Cl)c(Cl)c2)CC1	-4	5	-1	1	3	-2	5	10	2.7	i
COc1ccc(C(C)C)cc1S(=O)(=O)Nc1cccnc1	0	-1	0	.	1	-10	-2	7	-1.9	i
CCCC1(C(=O)O)NC(c2ccccc2O)C2C(=O)N(c3cccc(Cl)c3)C(=O)C21 (stereo not given)	11	-1	-1	-9	-1	7	-5	2	-2.5	i
CC(C)CCNC(=O)CNC(=O)c1cccs1	-10	-4	-4	-1	-2	-10	-5	3	0.0	i
COc1ccccc1CN(Cc1cc2c(C)ccc(C)c2[nH]c1=O)Cc1nnnn1Cc1ccco1	37*	10	6	4	-14	-6	4	-6	0.7	i
NC(=O)c1ccsc1NC(=O)CN1C(=O)NC2(CCCC2)C1=O	9	-1	-1	-5	0	-1	1	0	0.0	i
COc1cc([N+](=O)[O-])ccc1NC(=O)CCN1C(=O)C2C3CCC(C3)C2C1=O (stereo not given)	0	6	-21	-5	2	-16	-1	0	-3.2	i
CCOC(=O)CSc1cc(C)nc(N)n1	-21	2	-2	-5	6	-1	-3	2	-0.1	i
NC(=O)c1ccccc1NCC(=O)c1ccc(Cl)cc1	10	0	-4	-6	3	-5	-2	-2	0.5	i
O=c1[nH][nH]c2c1[C@H](CCc1cccc(Cl)c1)O[C@H](C1CC1)C2	-5	.	1	.	5	5	8	.	-2.2	.
COc1cccc(NC(=O)CN(C)C(=O)c2ccc3c(c2)C(=O)N(CCC(C)C)C3=O)c1	-13	1	-21	-9	7	-3	-3	-3	1.0	i
O=c1oc(-c2ccccc2NS(=O)(=O)c2ccc(F)cc2)nc2ccccc12	-1	-2	-15	-14	3	16	-3	-1	0.2	i
COc1ccc(N2CCN(CCNC(=O)CCCn3c(=O)[nH]c4cc(Cl)ccc4c3=O)CC2)cc1	19	-5	1	1	-1	-6	-5	-3	-0.6	i
CCOC(=O)C1CCN(C(=O)c2ccc3c(=O)n4nc(Nc5cc(C)ccc5C)sc4nc3c2)CC1	17	0	10	1	-1	1	2	-5	1.8	i
COc1cccc(NC(=O)CN(C)C(=O)CCCc2c[nH]c3ccccc23)c1	-10	-1	2	2	4	5	-1	0	0.3	i
Cc1ccc(C)c(NC(=O)CCC(=O)OC(C(=O)c2ccccc2)c2ccccc2)c1 (stereo not given)	-14	3	1	-8	-1	-2	-5	3	0.8	i
CC(=O)c1cccc(NC(=O)C2CCCN(S(=O)(=O)c3ccc(F)cc3)C2)c1 (stereo not given)	-4	4	-2	-5	0	2	-4	-2	-1.3	i
CC(=O)c1cccc(NC(=O)Oc2ccccc2)c1	-5	-2	-2	-1	-3	5	-2	2	-0.9	i
Cn1c(=O)cc(SCC(=O)N2CCN(Cc3ccc4c(c3)OCO4)CC2)c2ccccc21	0	-3	2	0	4	-7	9	-4	0.6	i
Cn1c(-c2ccccc2)cnc1NCc1cc(Cl)ccc1O	-11	0	5	-5	-1	5	-6	3	0.1	i
COc1cccc(C(=O)Nc2nc(-c3ccccc3)c(-c3ccccc3)o2)c1	-5	0	-1	-6	4	3	-2	1	0.7	i
CC(C)S(=O)(=O)c1csc(C(=O)NNC(=O)Nc2ccccc2)c1Cl	17	2	-1	2	1	2	3	1	-0.8	i
Cc1[nH]n(-c2ccccc2)c(=O)c1C=Nc1ccc2[nH]c(=O)[nH]c2c1	-9	1	-9	5	-1	5	3	3	0.7	i
O=C(Nc1ccccc1F)C1CCN(S(=O)(=O)c2cccnc2)CC1	1	1	0	0	-2	12	1	0	0.1	i
COC(=O)c1cc(NC(=O)c2cc(-c3ccc(Cl)cc3)oc2C(F)(F)F)ccc1N1CCOCC1	6	6	2	-1	1	-13	-3	-8	4.0	i
O=C(CN1CCN(c2ccc(O)cc2)CC1)Nc1ccc2c(c1)OCCCO2	5	1	3	-11	3	0	13	-9	3.5	i
CC(C)(C)Nc1nc(Cl)nc(Nc2ccccc2)n1	5	2	4	-12	-5	8	-2	6	1.3	i
COc1ccc(NC(=O)CN(C)C(=O)c2ccc(NS(=O)(=O)c3ccc4[nH]c(=O)[nH]c4c3)cc2)cc1	5	-1	2	-3	-2	4	-2	-1	-0.2	i
CCOC(=O)c1c(NC(=O)NC(C)(C)C)sc2c1CCN(C)C2	-1	-2	5	-11	0	-23	1	-2	0.0	i
Cc1ccc2oc(-c3cccc(NC(=O)c4ccc(Br)o4)c3C)nc2c1	-12	1	-1	-6	7	0	-1	-2	-2.1	i
CCOC(=O)C1CCCN(C/C(O)=C(\C#N)c2nc(-c3ccc(Cl)cc3)cs2)C1 (stereo not given)	0	3	-3	-5	1	-1	-3	-6	-0.5	i
COc1ccc(-c2cnc(N)nc2-c2ccc(OCc3ccccc3)cc2O)cc1	-1	0	6	-2	-12	-6	7	-12	3.1	i
Cc1cccc(-c2nnc(SCC(=O)NC3CCCC3)o2)c1	6	2	4	-6	-2	15	0	0	0.7	i
O=C(NCCc1ccc(Cl)cc1)c1ccc2c(c1)OCO2	-2	-3	-1	-5	2	11	-9	0	-0.3	i
CCOC(=O)C1CCCN(Cc2cc(Br)ccc2OC)C1 (stereo not given)	-13	-1	-3	-6	0	-9	1	1	-0.8	i
CC(C)c1ccc(/C=C2\CC/C(=C\C=N\N(C)C)C2=O)cc1	1	3	-19	-9	-2	-41	2	-1	0.2	i
Cc1ccc2c(c1)N(CCCC(=O)NCC1COc3ccccc3O1)C(=O)CO2 (stereo not given)	10	-4	0	-11	8	-3	-11	1	-1.2	i

An excerpt of these results, field by field.
canonical_smiles: O=C(NCCc1ccc(Cl)cc1)c1ccc2c(c1)OCO2
  SKN-1 block = -2 | STEP inh = -3 | SUMO1-SIM PPI = -1 | Scp-1 inhibitor = -5 | MT1-MMP act inh = 2 | NRP1-CendR mod = 11 | NadD inh = -9 | DNMT1 block = 0 | LMPTP block = -0.3 | Rpn11 block = i
canonical_smiles: Cc1cccc(-c2nnc(SCC(=O)NC3CCCC3)o2)c1
  SKN-1 block = 6 | STEP inh = 2 | SUMO1-SIM PPI = 4 | Scp-1 inhibitor = -6 | MT1-MMP act inh = -2 | NRP1-CendR mod = 15 | NadD inh = 0 | DNMT1 block = 0 | LMPTP block = 0.7 | Rpn11 block = i

(continued)
compound	SKN-1 block	STEP inh	SUMO1-SIM PPI	Scp-1 inhibitor	MT1-MMP act inh	NRP1-CendR mod	NadD inh	DNMT1 block	LMPTP block	Rpn11 block
COc1cc(C(=O)OCC(=O)Nc2ccc(S(=O)(=O)N3CCCC3)cc2)cc(OC)c1OC	3	1	3	-4	4	4	0	1	-0.5	i
CC(C)(C)n1nnnc1C(c1cccs1)N(Cc1cccnc1)CC1CCCO1 (stereo not given)	11	1	-1	-2	-2	18	10	1	-0.3	i
CCOc1ccccc1N1CC(C(=O)Nc2ccc(C(=O)O)cc2)CC1=O (stereo not given)	2	2	0	-13	7	10	-1	-1	-0.9	i
CC(C)NC(=O)c1cc(C2CCCCN2C(=O)c2ccc(Cl)cc2)on1 (stereo not given)	4	0	-5	.	0	-10	-5	3	0.9	i

Grouped by structure, the entries above with a nitro group on carbon.
compound	SKN-1 block	STEP inh	SUMO1-SIM PPI	Scp-1 inhibitor	MT1-MMP act inh	NRP1-CendR mod	NadD inh	DNMT1 block	LMPTP block	Rpn11 block
CCc1nnc(SCc2ccc([N+](=O)[O-])cc2)nc1CC	16	-2	-20	6	1	0	-2	2	0.4	i
O=C(OCc1nc2scc(-c3ccccc3)c2c(=O)[nH]1)c1cc(Cl)ccc1[N+](=O)[O-]	-1	-2	-8	1	6	9	20	-4	0.8	i
COc1cc([N+](=O)[O-])ccc1NC(=O)CCN1C(=O)C2C3CCC(C3)C2C1=O (stereo not given)	0	6	-21	-5	2	-16	-1	0	-3.2	i

Screening results from PubChem.
